TDP1 cell noCPT: qHTS for Inhibitors of human tyrosyl-DNA phosphodiesterase 1 (TDP1): qHTS in cells in absence of CPT. Potency, µM (doses to about 46.2 µM), inactives show top-dose activity change, negative = growth inhibition, usual class: inhibitors. DT40 Tdp1-/- hTDP1 cells, no CPT, ATP luminescence, 48 h. 15% of 420,000 active; note: nearly all actives have a fitted effect of over 55% in size
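Readout: luminescence from CellTiter-Glo after 30 min in the dark at RT. Cells: DT40 Tdp1-/- with stable hTDP1, 400/well. Exposure: compounds alone, ≥48 hr, 37 °C.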
TDP1 inh: qHTS Assay for Inhibitors of Tyrosyl-DNA Phosphodiesterase (TDP1). Tyrosyl-DNA phosphodiesterase 1 (Homo sapiens), Q9NUW8. recombinant TDP1, AlphaScreen DNA substrate cleavage. Potency, µM (doses to about 130 µM), inactives show at the highest dose activity change, negative = inhibition, usual class: inhibitors. 0.28% of 350,000 active. AID 485290, 2010; note: nearly all actives have a fitted effect of over 40% in size
Target sequence (Q9NUW8 whole entry, looked up): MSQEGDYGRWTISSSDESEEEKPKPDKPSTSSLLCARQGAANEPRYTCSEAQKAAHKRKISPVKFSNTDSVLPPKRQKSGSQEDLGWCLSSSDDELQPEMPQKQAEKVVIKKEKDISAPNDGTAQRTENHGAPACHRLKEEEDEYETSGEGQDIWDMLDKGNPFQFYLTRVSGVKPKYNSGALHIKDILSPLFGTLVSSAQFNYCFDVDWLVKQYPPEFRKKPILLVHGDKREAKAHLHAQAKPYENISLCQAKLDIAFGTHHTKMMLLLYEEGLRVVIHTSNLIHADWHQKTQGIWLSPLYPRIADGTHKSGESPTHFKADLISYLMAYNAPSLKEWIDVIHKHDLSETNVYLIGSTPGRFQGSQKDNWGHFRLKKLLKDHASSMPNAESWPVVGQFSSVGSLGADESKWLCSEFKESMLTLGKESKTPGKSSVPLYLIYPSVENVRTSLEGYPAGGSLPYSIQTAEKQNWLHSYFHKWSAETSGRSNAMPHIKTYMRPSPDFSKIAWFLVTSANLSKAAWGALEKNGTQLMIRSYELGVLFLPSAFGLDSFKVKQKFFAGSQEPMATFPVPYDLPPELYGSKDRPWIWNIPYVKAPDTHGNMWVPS
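Recombinant human Tdp1 (E. coli-expressed, 1 nM final) preincubated with compounds 15 min at room temperature, then 5'-biotin/3'-phosphotyrosine-FITC DNA substrate (15 nM final) added for 5 min. AlphaScreen beads (10 ug/ml final) added 10 min; cleavage lowers signal.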
KAT2A inh: qHTS Assay for Inhibitors of GCN5L2; Histone acetyltransferase KAT2A (Homo sapiens), Q92830; GCN5L2 HAT assay, ThioGlo1 CoA-SH fluorescence; Potency, µM (doses to about 58.9 µM), for the others: top-dose activity change, negative = inhibition, hits mostly inhibitors; 0.21% of 390,000 active
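GCN5L2 (20 nM) in 50mM HEPES pH 7.5, 0.1mM EDTA, 0.01% Tween-20 preincubated 15 min with compounds at room temperature. Reaction started with H3(1-25) 75uM, acetyl-CoA 70uM, ThioGlo1 50uM; CoA-thiol fluorescence (Ex340/Em540) read at 0 and 20 min.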
An asterisk follows results filed as active; u = inconclusive; x = no result given; & = joins results of further samples; ! = not confirmed by another sample; [ ] = remark or other dose. Calls come from the whole dose curve; as a rule, active = well fitted curve in the direction sought with a large enough effect; inconclusive = small, poorly fitted or top-dose-only effect, or another doubt; inactive = no such curve, though single readings can be large; an effect the other way counts as inactive or inconclusive. % is set by controls: 0 for no effect and ±100 for the full control effect; potency is the fitted concentration of half-maximal effect. An excerpt, so the mix of outcomes need not match the whole.

SMILES	TDP1 cell noCPT	TDP1 inh	KAT2A inh
O=C(NCc1nnnn1-c1ccc(F)c(F)c1)c1ccc(S(=O)(=O)N2CCOCC2)cc1	-21.5%	x	-5.5%
CCOc1ccc(CCNC(=O)CN(C)S(=O)(=O)c2cccs2)cc1OCC	u	-0.2%	0.3%
CCC(=O)N1c2ccccc2CC1C(=O)NCCc1ccc(C)cc1 (centres undefined)	-27.3%	6.2%	24.5%
Cc1ccc(S(N)(=O)=O)c(C)c1N1CCCC1=O	-12.4%	3.6%	-19.5%
Cc1ccc(NC(=O)CCN2C(=O)C3CCCCC3C2=O)c(O)c1 (centres undefined)	-0.9%	-15.1%	0.0%
O=c1c2ccccc2nc(-c2ccccc2)n1Cc1ccco1	u	-5.2%	-1.8%
N#Cc1ccc(NC(=O)COCc2cc(-c3ccc(F)cc3)on2)cc1	20.6µM*	0.0%	-7.3%
O=C(CCCC(=O)N/N=C/c1ccccc1C(=O)O)N/N=C/c1ccccc1C(=O)O	-19.3%	2.9%	0.6%
CCc1ccc(NC(=O)CSc2ccc(-c3ccccn3)nn2)cc1	23.1µM*	-1.6%&0.0%	0.0%&-0.8%
CCOC(=O)Cc1csc(NC(=O)c2ccc(C)cc2)n1	u	-2.5%	16.6%
CC(=O)N(c1ccccc1)c1ccc([N+](=O)[O-])cc1[N+](=O)[O-]	u	-2.4%	-5.3%
COCCn1c(Sc2nc(C)cs2)nc2c1c(=O)[nH]c(=O)n2C	7.2%	2.8%	u
CCCN1C(=O)C(Cc2nc3ccccc3c(=O)n2C)c2ccccc21 (centres undefined)	u	0.0%	-14.2%
COc1ccc(/C=C2\SC(=S)N(CC3CCCO3)C2=O)cc1 (centres undefined)	-8.9%	8.7%	0.7%
Cc1cccc(OCc2nc(C#N)c(NCCN(C)C)o2)c1	-11.8%	2.2%	-1.2%
Cc1ccc(-c2c(C)n3c4c(=O)n(C)c(=O)n(C)c4nc3n2CCCO)cc1	x	8.4%	2.3%
Cc1ccc(S(=O)(=O)N2CCN(C(=O)c3ccco3)CC2)c(C)c1	0.8%	x	2.0%
COC(=O)CSc1nnc(-c2ccc(S(=O)(=O)N3CCCCC3)cc2)o1	2.8%	2.6%	-3.8%
COCc1nnc(NC(=O)CC(c2ccccc2)c2ccccc2)s1	-14.9%	1.0%	-3.7%
COc1ccccc1-c1coc2cc(OCC(=O)OCc3ccccc3)ccc2c1=O	0.4%	-2.7%	-2.2%
CCCOC(=O)C1=C(C)NC2=C(C(=O)CCC2)C1c1cc(OC)ccc1OC (centres undefined)	-8.2%	4.8%	-16.0%
COc1ccccc1C1CC(c2ccc(Br)cc2)=NN1C(=O)c1cccnc1 (centres undefined)	16.4µM*	2.7%	0.3%
Cn1c(=O)c2c(nc(NCc3ccc4c(c3)OCO4)n2Cc2ccc(F)cc2)n(C)c1=O	6.51µM*	9.1%	-16.5%
COc1ccc(Cl)cc1NC(=S)N(Cc1cccnc1)Cc1ccco1	u	5.9%	-9.0%
O=C(CCn1c(=O)c2cccn2c2ccccc21)Nc1ccc(F)cc1	11.6µM*!	2.7%&2.6%	-1.7%&-13.2%

Later entries.
SMILES	TDP1 cell noCPT	TDP1 inh	KAT2A inh
C#CCOCCOCCOCCNc1nc(N2CCN(C(=O)Cn3cc(CC(C)O)nn3)CC2)nc(N2CCN(C(=O)[C@H](C)n3cc(CCCN=C(N)N)nn3)CC2)n1 (some centres undefined)	-6.8%	-6.6%	-4.5%
Cc1ccc(CNc2ccc(O)cc2)cc1	16.4µM*	5.2%	-9.4%
C=CCN(CC(=O)NC1CCS(=O)(=O)C1)S(=O)(=O)c1ccccc1C(F)(F)F (centres undefined)	-4.3%	0.0%	-4.8%
Cc1ccccc1OCCCCc1c(C)n[nH]c1C	18.4µM*	5.9%	-3.4%
O=c1/c(=C\c2ccc(F)cc2)sc2n1CCCN=2	u	7.2%	-1.0%
CC(C)Nc1nc(NC(N)=S)nc(NC(C)(C)C)n1	-13.0%	1.2%	1.8%
Cc1nn(Cc2noc(C(=O)NCCc3ccccn3)n2)c(C)c1Br	-10.9%	9.7%	-3.8%
COc1cccc(C(=O)Nc2cc(C(=O)NCc3ccc(C)cc3)ccc2N2CCC3(CC2)CC(c2cccc(Br)c2)=NO3)c1	-8.9%	0.1%	-2.7%
O=C(Nc1cc(=O)c2ccccc2o1)N1CCCCC1	-13.0%	0.0%	-2.4%
COc1ccccc1CNc1nc2nc(C)c(C)c(=O)n2[nH]1	-13.9%	0.0%	0.0%
COc1ccc2nc(SCc3ccccc3)nc(C)c2c1	u	u	-7.7%
COc1ccc2nc3n(c(=O)c2c1)-c1cc(C)ccc1C(=O)NC3Cc1ccc(O)cc1 (centres undefined)	x	0.4%	-5.4%
CC(=O)Nc1ccc(NC(=O)c2cc(C)nn2-c2ccccc2)cc1	-3.3%	-1.0%	u
COCCNC(=O)c1ccccc1NC(=O)c1ccc(Cl)c(S(=O)(=O)Nc2ccc(C)cc2C)c1	u	7.4%	-23.6%
CC(=O)NS(=O)(=O)c1ccc(NC(=O)CCC2CCCC2)cc1	-0.5%	2.2%	-2.7%
N#CC1=C(N)Oc2cc(N)ccc2C1C1CCCCC1 (centres undefined)	20.6µM*	8.7%	-0.2%
O=C(Cn1nnc(-c2ccc(Cl)cc2)n1)NCc1ccc(F)cc1	-0.7%	7.1%	-7.3%
CC1(c2ccc(OC(F)F)cc2)NC(=O)N(CC(=O)Nc2ccc3[nH]c(=O)[nH]c3c2)C1=O (centres undefined)	-45.7%	-2.1%	1.6%
CCN(CC)CCNC(=O)C1c2cc(OC)c(OC)cc2C(=O)N(C)C1c1cccs1 (centres undefined)	21.3%	4.9%	-3.0%
CCCN1C(=O)C(NC(=O)c2ccccc2OC)(C(F)(F)F)C(C(=O)OC)=C1C (centres undefined)	u	-3.2%	-5.0%
COc1ccc(N2Cc3cccc(C(=O)N4CCOCC4)c3C2=O)cc1	1.0%	1.8%	0.0%
CCOC(=O)N1CCN(C(=O)CSc2nc3c(cnn3-c3ccc(Cl)cc3)c(=O)[nH]2)CC1	25.9µM*	5.3%	2.0%
CCOc1ccc(-n2c(CCC(=O)O)ccc2-c2ccc(Br)cc2)cc1	u	x	-19.7%
CC1CN(S(=O)(=O)c2cccc(C(=O)NCCCn3ccnc3)c2)CC(C)O1 (centres undefined)	-16.7%	-1.0%	x
COc1cccc(-c2nc(CS(=O)CC(=O)NC(C)CCc3ccccc3)c(C)o2)c1 (centres undefined)	-28.7%	4.9%	-4.2%

Next part
SMILES	TDP1 cell noCPT	TDP1 inh	KAT2A inh
Cc1cccc(NC(=O)[C@@H](NC(=O)[C@@H]2Cc3ccccc3CN2)C(C)C)c1	11.5%	0.5%	-4.2%
O=C(Nc1ccc2c(c1)OCO2)c1cc(-c2ccc(O)cc2)on1	-23.6%	-2.2%	-1.6%
COC(=O)CSc1nc(-c2cccs2)ccc1C#N	u	-5.2%	-5.2%
O=C(Cc1cccs1)NC1C(=O)N2C(C(=O)[O-])=C(C[n+]3ccccc3)CSC12 (centres undefined)	x	2.24µM*	u
O=C1C2C3C=CC([C@@H]2C(=O)N1Cc1cccnc1)C31CC1 (some centres undefined)	-1.9%	2.1%	-2.1%
CCC1CCCCN1C(=O)c1ccc(OC2CCN(C(=O)CCOC)CC2)cc1 (centres undefined)	-3.3%	4.7%	-13.9%
Cc1cccc(NC(=O)NCc2ccc3c(c2)OCO3)c1	x	2.8%	0.4%
Nc1cc(C2CCCC2)nn1-c1ccccc1	u	2.9%	1.4%
O=C(/C=C/c1ccc(S(=O)(=O)N2CCOCC2)cc1)NC(=S)NCCCn1ccnc1	u	-2.7%	0.4%
Cn1c(=S)[nH]c2c(c1=O)C(C)(C)Cc1ccccc1-2	u	6.3%	-7.2%
CSCCCN1CCC(n2nccc2NC(=O)CCCc2ccccc2)CC1	-26.0%	6.3%	2.7%
COc1ccc(NC(=O)Cn2c(=O)n(Cc3ccccc3Cl)c(=O)c3cc(OC)c(OC)cc32)cc1OC	-25.4%	2.5%	-3.7%
O=c1c(F)cn(C2CCCO2)c(=O)n1Cc1ccccc1Cl (centres undefined)	7.2%	2.3%	-0.9%
O=C(NCCN1C(=O)S/C(=C\c2ccc(F)cc2)C1=O)c1cccc(S(=O)(=O)N2CCOCC2)c1	16.4µM*	1.1%	-9.8%
COc1ccc(OC)c(NC(=O)CSc2ccc3nnc(-c4ccccn4)n3n2)c1	11.0%	1.7%	-3.5%
CCCCCOC(=O)C(C)c1c(C)[nH]c(=S)[nH]c1=O (centres undefined)	-4.9%	2.1%	-5.6%
c1ccc2c(CSc3nnc(-c4ccncc4)o3)cccc2c1	-17.3%	-2.0%	-2.6%
O=C(O)C1CCCN1S(=O)(=O)c1ccc2ccccc2c1 (centres undefined)	4.0%	0.0%	-3.6%
COc1ccc(-c2noc(CSc3ccc(C)cc3)n2)cc1	-33.9%	x	-4.6%[0.501 µM]
NC(=O)CCS(=O)(=O)CCN1CCCCC1	-2.9%	3.3%	-21.9%
CCCOc1ccc(-c2c(C(=O)N/N=C/c3ccsc3)nnn2-c2nonc2N)cc1	-2.5%	0.2%	-5.3%
CC(C)(C)c1ccc(O)c(O)c1	u	1.2%&17.2%	-4.2%
Cc1cc(Nc2cc(C)on2)n2ncnc2n1	3.3%	5.4%	-1.9%
c1ccc(OCCOCCSc2ncccn2)cc1	-0.5%	1.5%	-6.4%
Cc1cccc(C)c1OCCN1C(=O)NC(C)(c2ccccc2)C1=O (centres undefined)	-29.4%	2.7%	-11.1%

Next part
SMILES	TDP1 cell noCPT	TDP1 inh	KAT2A inh
Cc1cccc(C)c1OCC(=O)Nc1ccc(S(=O)(=O)Nc2ccccn2)cc1	-14.0%	5.7%	-3.2%
CC(C)[C@H](NC(=O)[C@H](CC(=O)O)NC(=O)[C@H](CCCCN)NC(=O)[C@@H](N)CCCN=C(N)N)C(=O)N[C@@H](Cc1ccc(O)cc1)C(=O)O	-8.6%	5.5%	-0.7%
CCN(CC(=O)Nc1cc(Cl)ccc1C)C(=O)CCc1nc2ccccc2c(=O)[nH]1	u	-0.2%	0.3%
O=C1C2CCCCC2C(=O)N1c1ccc(NC2CCCCC2)c([N+](=O)[O-])c1 (centres undefined)	u	1.2%	-6.7%
O=C(Cn1ccc2ccccc2c1=O)NCCC(=O)Nc1cccc(Cl)c1	-25.3%	0.3%	-6.9%
Cc1ccc(CN2C(=O)CN(C3CCC(C)CC3)C(=O)C2c2ccc(F)cc2)cc1 (centres undefined)	u	5.2%	-6.2%
Fc1ccccc1/C=N/Nc1ncnc2ccccc12	14.6µM*	2.9%	-8.4%
CCCCn1c(=N)n(CC(O)COc2ccc(C)cc2)c2ccccc21 (centres undefined)	4.11µM*	2.9%	-5.9%
Cc1ccc(NC(c2cccc(Cl)c2)c2nnc(-c3ccccc3)o2)cc1F (centres undefined)	u	5.0%	-8.5%
COc1ccc(CN2CCn3ncc(C(=O)Nc4ccccc4)c3C2=O)cc1	u	1.0%	-6.8%
CCOC(=O)c1cc2[nH]c3ccccc3c2[n+](-c2ccc([N+](=O)[O-])cc2)c1C	u	0.0%	-7.5%
CCN(CCCNC(=O)c1cc2c(=O)[nH]c3ccc(C)cc3c2s1)c1ccc(C)cc1	u	3.8%	-4.7%
Cc1csc(N/N=C/c2ccccn2)n1	0.461µM*	9.2%	-4.2%
CSC1=C(C#N)C(c2ccncc2)C(C(=O)Nc2ccccc2)=C(C)N1 (centres undefined)	-0.1%	5.5%	-17.3%
CC1(C)CCCC2(C)C3C(O)CC2(C)C(O)C31 (centres undefined)	1.7%	7.2%	-5.6%
Cc1cc(C)c2oc(=O)cc(CN3CCCCC3)c2c1	-5.3%	x	-2.5%
Cc1cc(C)c(NC(=O)CNC(=O)COC(=O)/C=C/c2cccs2)c(C)c1	-11.6%	x	4.8%

Source: PubChem
